Compound activity as filed in PubChem BioAssay.
iPSC survival up = hiPSC single-cell survival enhancement. ATPlite luminescence; 100% = ROCK inhibitor wells, 0% = DMSO. survival enhancement, % at 20 µM. actives 0.044% (n = 360,000); in the data active = survival enhancement above about 18%;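 note: cells exposed to compounds for 16 hours before the ATP read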
HIF-2a inh = HIF-2a inhibition | actives 0.72% (n = 360,000) | inhibition, % at 18.8 µM | 786-0 RCC cells HIF-2a reporter, luciferase luminescence, overnight | AID 624352;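 active = inhibition of the luminescence signal of 40% or more relative to plate controls, in a single-dose primary screen at 18.75 µM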
NR2E3 ag-1 = human photoreceptor-specific nuclear receptor agonism. AID 602229. Q9Y5X4. actives 0.35% (n = 360,000). inhibition of corepressor binding, % at 3.98 µM. CHO-S Gal4-NCOR/VP16-NR2E3 two-hybrid, luciferase;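 active = inhibition above the mean of all tested compounds plus 3 SD, cut at about 70% in these data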;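 note: 0% = DMSO with NR2E3 transfected cells and 100% = cells lacking NR2E3 construct; higher means lower luciferase signal from less NR2E3 corepressor binding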
Target sequence (Q9Y5X4 whole entry, looked up, the tested form may be a part): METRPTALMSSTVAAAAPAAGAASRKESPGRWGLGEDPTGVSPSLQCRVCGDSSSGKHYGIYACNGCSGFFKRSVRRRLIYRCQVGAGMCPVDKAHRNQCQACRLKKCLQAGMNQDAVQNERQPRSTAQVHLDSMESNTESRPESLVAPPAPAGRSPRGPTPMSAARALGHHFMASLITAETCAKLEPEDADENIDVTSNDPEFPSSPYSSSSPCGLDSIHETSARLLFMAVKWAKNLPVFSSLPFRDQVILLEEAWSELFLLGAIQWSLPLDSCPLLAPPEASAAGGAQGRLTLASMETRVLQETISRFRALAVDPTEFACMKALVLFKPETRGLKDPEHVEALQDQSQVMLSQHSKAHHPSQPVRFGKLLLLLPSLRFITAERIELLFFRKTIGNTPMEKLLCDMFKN
CF NFkB inh = inhibitors of cystic fibrosis induced NF-kB; inhibition, % at 5 µM; AID 588850; actives 0.86% (n = 360,000); KKLEB NF-kB-GFP reporter, PAF-induced, GFP fluorescence overnight;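 active = at least 50% inhibition at 5 µM, scaled per plate between neutral and stimulator controls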;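 note: PAF is a Pseudomonas aeruginosa culture filtrate used as stimulus; plate controls were PAF-stimulated DMSO wells for no effect and unstimulated DMSO wells for full effect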
MITF TRPM1 inh = reduces MITF-dependent TRPM1 promoter luciferase signal | inhibition, % at 12.5 µM | SK-MEL-5 TRPM1 promoter luciferase, 24 h | actives 0.83% (n = 330,000) | AID 488899;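 active = mean inhibition across replicates of 60% or more, whatever share of single replicates reaches that level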; note: values of inactives mirror those of a sister screen read the other way
Peg3 prom inh = Peg3 promoter activity inhibition; inhibition, % at 20 µM; actives 1.7% (n = 360,000); HeLa PEG-Prom luciferase reporter, luminescence, overnight;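 active = inhibition of at least 50% at 20 µM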
NR2E3 ag-2 = NR2E3 (human) agonism; Q9Y5X4; GST-NR2E3/biotin-RetCOR TR-FRET, 1536-well; inhibition of corepressor binding, % at 4.78 µM; actives 0.12% (n = 320,000); AID 2300;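 active = percent inhibition above the cutoff of mean plus 3 SD of all tested compounds, set per screening campaign, cut at about 20% in these data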;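 note: 0% = DMSO wells and 100% = biotin wells as full block of FRET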
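Test system – NR2E3–RetCOR corepressor complex · Quantity – NR2E3 fusion 1.35 nM · Buffer or medium – Tris pH 7.5 · Incubation – Compound–protein incubation for 5 h at 4 °C · Technique – TR-FRET, Eu(K)-anti-GST donor, streptavidin-D2 acceptor, ex 340, em 617/671 nm · Evaluation – percent inhibition of 671/617 nm emission ratio versus biotin and DMSO controls · Plate – 1536-well format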
EBV LMP1 NFkB = inhibitors of Epstein-Barr LMP1-induced NF-kappaB reporter | inhibition, % at 12.5 µM | AID 504558 | actives 0.69% (n = 350,000) | LMP1-induced NF-kappaB luciferase reporter cells, luminescence; in the data active = inhibition above about 41%;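 note: 0% = neutral control wells and 100% = reference inhibitor control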
C8 TRAIL sens = caspase-8 TRAIL sensitization | NB7+C8 cells + TRAIL, ATPlite viability luminescence | inhibition (viability loss, TRAIL sensitization), % at 10 µM | actives 1% (n = 360,000);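 active = compounds causing at least 50% loss of cell viability in the single-dose screen, relative to plate controls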
Shn3 3UTR inh = inhibitors of Schnurri-3 3'UTR reporter in osteoblasts; Clone20 osteoblast Shn3 3'UTR firefly luciferase, 24 h; inhibition, % at 12.5 µM; actives 0.52% (n = 360,000); AID 588674;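 active = mean inhibition of at least 75% with every replicate also reaching 75%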;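 note: 0% = median of neutral control wells and 100% = pilot-screen positive control compound; some compounds past the cut are filed as inactive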
KKLEB cytotox = reduces viability of KKLEB cystic fibrosis airway cells; KKLEB CF airway cells viability, ATPlite luminescence, overnight; hits give low values; cells stimulated with P. aeruginosa culture filtrate; activity change (cytotoxicity), % at 5 µM; actives 0.36% (n = 360,000); AID 602141;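 active = corrected activity change at or below -50% at 5 µM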
Numbers without * were called inactive; . = no result given.

SMILES	iPSC survival up	HIF-2a inh	NR2E3 ag-1	CF NFkB inh	MITF TRPM1 inh	Peg3 prom inh	NR2E3 ag-2	EBV LMP1 NFkB	C8 TRAIL sens	Shn3 3UTR inh	KKLEB cytotox
CC(C(O)c1cc(=O)c(OCc2ccccc2)co1)[N+](=O)[O-] (configuration not stated)	-0.5	-8	-20	14	-33	7	-2	5	-4	-5	3
CCOC(=O)c1c(C)n(C)c2ccc(OC)c(NC(=O)CN3CCN(C(=O)c4ccco4)CC3)c12	0.0	8	-14	10	-2	13	2	3	14	8	9
O=C1C(=O)N(CCCN2CCOCC2)C(c2ccc([N+](=O)[O-])cc2)/C1=C(/O)c1ccc2c(c1)OCO2 (configuration not stated)	0.2	3	4	-29	0	-17	1	-3	1	7	18
COc1cc(NC(=O)C2CC(c3ccccc3O)=NO2)c(OC)cc1Cl (configuration not stated)	-0.4	14	-11	24	2	3	-2	1	-1	5	-7
COc1ccc(NC(=O)CN(C)CC(=O)NC2CCCCC2C)cc1 (configuration not stated)	-0.2	9	-1	-7	6	-7	3	13	12	8	6
COc1ccc(N2CCN(C(=O)CN(c3ccccc3)S(=O)(=O)c3ccc(OC)cc3)CC2)cc1	1.3	19	-5	13	-4	12	-2	4	1	13	-9
Cc1ccc(C)c(S(=O)(=O)N2CCCCC2CCNC(=O)C(=O)NCc2cccnc2)c1 (configuration not stated)	-0.5	24	-4	-7	2	18	1	-6	10	15	8
CCN(CC)C(=O)c1ccc(Oc2ccc([N+](=O)[O-])cc2Cl)cc1	-0.5	20	-3	-10	16	9	1	-1	2	6	3
Clc1ccc(-n2ncc3c(NCc4ccc5c(c4)OCO5)ncnc32)cc1	-0.7	-57	-39	37	7	-42	0	-9	-4	-30	-23
O=C(Nc1nnc(SCC(=O)N2CCOCC2)s1)c1ccccc1	-2.7	-84	-80	1	-21	-93	1	-2	75*	-27	2
COc1ccc(-n2c(COc3ccccc3)n[nH]c2=S)cc1	0.9	14	-16	-10	3	-2	2	-12	7	1	6
COc1cc2c(cc1NC(=S)NC(=O)/C=C/c1ccco1)oc1ccccc12	0.3	-6	-20	1	30	10	-1	-46	-3	10	17
Cc1ccccc1NS(=O)(=O)c1ccc(C(=O)NCCCN2CCCC2=O)cc1	-0.2	5	-27	-1	-2	7	-5	-8	2	15	2
O=c1[nH]c(CSc2nnc3ccccn23)nc2ccccc12	3.0	9	-16	-6	14	16	0	7	-7	-21	-5
CC(=O)Nc1ccc(S(=O)(=O)N(C)Cc2ccccc2)cc1	2.1	22	-1	-6	4	0	-1	-4	0	4	-4
COc1ccc(OC)c(C2(O)CSC(=Nc3cccnc3)N2Cc2ccco2)c1 (configuration not stated)	-0.4	23	13	-1	1	27	-3	-9	-3	16	12
O=C(COc1ccc(-c2ccccc2)cc1)N/N=C/c1ccccc1Br	0.9	-13	-17	-1	4	-9	-2	2	6	53	-10
Cc1ccc(C)c(S(=O)(=O)NCc2ccc(C(=O)N3CCC(Cc4ccccc4)CC3)cc2)c1	-1.4	-34	29	8	8	30	2	6	-10	-23	11
Cc1cc(-c2ccccc2)nc(N(C)N)c1S(C)(=O)=O	16	9	-5	11	5	-7	1	-10	6	5	2
Cc1nc(-c2ccc(NC(=O)c3ccccc3)cc2)cs1	-0.8	-78	-125	-23	-14	-92	3	-7	76*	-3	-35
C/C(CC(=O)Nc1cc(C)ccn1)=N\NC(=O)c1cccc(C)c1O	-0.5	-162	-30	8	-15	-13	4	-72	-4	0	-4
CC1CCN(C(=O)CNC(=O)c2ccc(Br)o2)CC1	-2.4	-174	-59	0	-69	-142	.	-26	-8	-87	13
O=C(Nc1nnc(C2CC2)s1)c1cccnc1Oc1ccc(Cl)cc1	-0.6	19	19	10	7	23	3	5	6	-26	-2
COC(=O)c1cc(S(=O)(=O)NCC2CCN(Cc3cccc(Cl)c3)CC2)c[nH]1	-0.3	6	-22	-17	-5	15	0	-3	7	-21	9
Nc1cccc(N=[N+]([O-])c2cccc(N)c2)c1	0.9	-228	-87	11	-41	-331	.	-21	17	-80	-8

Profiles as entered above. Values in the order: iPSC survival up, HIF-2a inh, NR2E3 ag-1, CF NFkB inh, MITF TRPM1 inh, Peg3 prom inh, NR2E3 ag-2, EBV LMP1 NFkB, C8 TRAIL sens, Shn3 3UTR inh, KKLEB cytotox
`CCOC(=O)c1c(C)n(C)c2ccc(OC)c(NC(=O)CN3CCN(C(=O)c4ccco4)CC3)c12` is listed as 0.0, 8, -14, 10, -2, 13, 2, 3, 14, 8, 9
`Cc1nc(-c2ccc(NC(=O)c3ccccc3)cc2)cs1` is listed as -0.8, -78, -125, -23, -14, -92, 3, -7, 76*, -3, -35

(continued)
SMILES	iPSC survival up	HIF-2a inh	NR2E3 ag-1	CF NFkB inh	MITF TRPM1 inh	Peg3 prom inh	NR2E3 ag-2	EBV LMP1 NFkB	C8 TRAIL sens	Shn3 3UTR inh	KKLEB cytotox
CN(C)/C=C/C(=O)c1ccc(OCCN(C)c2ccccn2)cc1	0.2	-54	-1	0	-2	-4	-1	-4	23	-7	2
Cn1cnnc1SCc1ccc(C(=O)O)cc1	0.2	3	-15	6	-16	-8	0	-2	3	3	-4
Cc1cc(S(=O)(=O)Nc2ccc(N(C)C)cc2)c(C)s1	-0.2	-9	-4	10	13	20	1	-10	12	8	-2
O=C(COC(=O)c1ccccc1O)Nc1cc([N+](=O)[O-])ccc1Cl	-0.5	14	-8	-8	6	16	3	-2	-39	-13	5
Cc1cccc(C(=O)NC2CCN(S(=O)(=O)c3cccc(F)c3)CC2)c1	-0.7	-10	10	-16	0	4	.	4	0	-7	-2
COc1ccc(C(=O)N[C@H](C(=O)NCCCn2nc(C)cc2C)C(C)C)cc1	-3.5	-7	-22	13	11	9	.	6	17	-6	-18
CS(=O)(=O)N(CC(=O)NC1CCCC1)c1cccc(F)c1	0.0	10	-29	0	1	12	0	-2	15	-19	-9
COCCCNC(=O)Cc1c(C)c2cc3c(cc2oc1=O)OC(C)(C)CC3	-0.3	1	-8	5	2	-40	4	3	4	-1	4
N#Cc1cc(-c2ccc(Cl)cc2)cnc1Sc1ccc(F)cc1	-1.4	-8	4	-12	-20	4	1	1	-1	0	-1
CC(=O)Nc1cccc(/C(C)=N/NC(=O)c2ccc(O)cc2)c1	-0.4	13	-12	-11	-2	13	-1	-2	-2	-9	16
CC(C)c1nc2cc(C(=O)NC(c3cccnc3)C(F)(F)F)ccc2o1 (configuration not stated)	-0.1	-68	-38	1	5	-40	-3	-7	-6	29	-5
Cc1cccc(NC(=O)CCC(=O)OCc2ccc(Br)cc2)c1	1.0	11	-4	-1	-3	7	0	13	-4	11	9
CCN(CC(=O)NC)S(=O)(=O)c1ccc(C)cc1	0.4	-6	2	7	-5	-7	-1	-5	14	-16	-3
CCOC(=O)c1ccc(NC(=O)C2C3CCC(C3)C2C(=O)O)cc1 (configuration not stated)	-3.1	-61	-13	4	-30	-58	5	-18	-8	-17	6
CCCCOc1ccc(C(=O)NCC(=O)NCC(c2ccc(OC)cc2)N2CCOCC2)cc1 (configuration not stated)	-0.2	-6	-6	-2	5	5	3	1	-11	17	4
O=C(C1CCCCC1)N1CCCn2c1nc1ccccc12	0.7	-2	-31	6	15	-9	1	-14	-2	-13	2
O=C(COc1ccc(Br)cc1)N(Cc1ccco1)C1CCS(=O)(=O)C1 (configuration not stated)	2.2	8	-3	10	12	9	1	-5	-4	1	0
O=C(NCC1CCCO1)c1sc2cc(Cl)ccc2c1Cl (configuration not stated)	3.4	-241	-59	-14	-17	-264	3	-10	0	-5	-2
COc1ccc(Cc2nnc(SCC(=O)Nc3ccccc3)[nH]c2=O)cc1	-0.2	-3	16	3	-14	-7	-1	-1	13	-5	-8
CC(=O)n1cc(N(C(=O)CCl)c2ccc([N+](=O)[O-])cc2)c2ccccc21	-0.5	30	-28	80*	69*	90*	-6	-3	72*	.	-83*
COc1ccc(Br)cc1CNC(=O)C1CCCN(S(=O)(=O)N2CCC(C)CC2)C1 (configuration not stated)	1.3	18	22	-10	.	26	.	2	4	69	8
N#Cc1ccc(/C=N/NC(=O)c2cccc(S(=O)(=O)N3CCOCC3)c2)cc1	0.7	17	1	-27	8	7	2	8	5	-9	2
CCCCN(C(=O)CSc1nncn1-c1ccccc1)c1c(N)n(Cc2ccccc2)c(=O)[nH]c1=O	2.4	12	-7	7	28	2	-3	11	-2	4	-6
CC1(C)CC(=O)C(CC(=O)NC2CCCc3ccccc32)C(=O)C1 (configuration not stated)	0.8	12	-14	-6	-6	9	2	-2	-10	0	7
O=C(O)c1ccccc1-c1ccccc1C(=O)Nc1ccc2c(c1)C(=O)c1ccccc1-2	-0.3	30	-44	-29	6	21	.	3	-23	-16	2

(further entries)
SMILES	iPSC survival up	HIF-2a inh	NR2E3 ag-1	CF NFkB inh	MITF TRPM1 inh	Peg3 prom inh	NR2E3 ag-2	EBV LMP1 NFkB	C8 TRAIL sens	Shn3 3UTR inh	KKLEB cytotox
N#Cc1nc(Cc2ccccc2)oc1NCCCn1ccnc1	-1.0	-51	-22	-1	0	-41	4	-3	-24	-23	-14
Cc1ccc(C2=NOC(C)(c3nnc(-c4ccc(F)cc4)o3)C2)cc1 (configuration not stated)	0.4	-12	-12	-21	-11	-10	0	2	2	-3	-5
CC1Cc2ccccc2N1C(=O)CSc1nnnn1-c1ccc2c(c1)OCCO2 (configuration not stated)	-0.1	-21	0	-5	24	9	3	-11	-8	27	0
COc1cc(NC(=O)COC(=O)c2[nH]c(C)c(C(C)=O)c2C)cc(OC)c1	3.2	19	20	-65	21	11	.	23	27	41	5
O=C1CCC([N+](=O)[O-])C(c2cccc(Cl)c2Cl)N1 (configuration not stated)	-2.2	12	17	-6	5	14	-2	-25	3	11	2
Cc1cc(NS(=O)(=O)c2ccc(NC(=O)c3ccco3)cc2)no1	8.4	6	-11	3	6	4	1	1	-4	1	-2
CCN1C(=O)C(CC(=O)Nc2ccccc2)S/C1=N\c1ccccn1 (configuration not stated)	2.0	15	-10	18	4	8	2	-1	0	9	9
O=C(CSc1nnc(-c2ccc(S(=O)(=O)N3CCCC3)cc2)o1)NCc1ccco1	1.7	-17	-18	1	-9	12	5	1	10	1	-11
COc1cccc(OC)c1C(=O)NN1CCCCC1	-0.5	-8	-31	8	-7	-6	0	-2	-2	-7	12
O=[N+]([O-])c1ccc(Nc2ccc(F)cc2)cc1	-0.1	-36	-45	-17	-14	-28	6	2	8	3	-3
CN1C(=O)OC(C)(C)C1=O	-2.2	16	-7	6	-5	-18	-1	-1	-12	4	-9
Cc1ccc(/C=N/NC(=O)CNC(=O)c2ccc(S(=O)(=O)N3CCCC3)cc2)o1	-0.7	19	-5	15	3	2	3	-4	-2	-6	-5
COc1ccccc1NC(=O)N1CCC(C(=O)c2ccc(F)cc2)CC1	4.3	-8	-6	-2	4	7	-1	3	-10	-20	11

The list is partial; count on the stated rates, not on these rows.
